# PvdQ acylase = P. aeruginosa PvdQ acylase inhibition. AID 488965. 0.063% of 340,000 active. purified PvdQ acylase, fluorescence plate reader. inhibition, % at 10 µM; in the data active = inhibition above about 30%, passing the limit was not always enough;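 also: 0% = vehicle neutral wells and 100% = reference inhibitor wells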
# Keap1 Nrf2 FP = inhibitors of human Keap1-Nrf2 protein-protein interaction; 0.15% of 340,000 active; AID 504523; inhibition, % at 9.4 µM; Keap1 Kelch-Nrf2 peptide fluorescence polarization, 1536-well; in the data active = inhibition above about 12%;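 also: human Keap1 Kelch domain with fluorescein labeled Nrf2 9mer peptide probe; 0% = neutral control wells and 100% = peptide positive control; higher means more block of Keap1 binding to Nrf2 peptide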
# DAGLB inh = blocks human DAGLB lipase activity | Q8NCG7 | HEK293T DAGLB membrane lysate, EnzChek fluorogenic substrate | inhibition, % at 5.17 µM | 0.059% of 340,000 active | AID 504411; in the data active = inhibition above about 34%;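 also: 0% = enzyme with vehicle and 100% = wells lacking enzyme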
# Target sequence (Q8NCG7 whole entry, looked up): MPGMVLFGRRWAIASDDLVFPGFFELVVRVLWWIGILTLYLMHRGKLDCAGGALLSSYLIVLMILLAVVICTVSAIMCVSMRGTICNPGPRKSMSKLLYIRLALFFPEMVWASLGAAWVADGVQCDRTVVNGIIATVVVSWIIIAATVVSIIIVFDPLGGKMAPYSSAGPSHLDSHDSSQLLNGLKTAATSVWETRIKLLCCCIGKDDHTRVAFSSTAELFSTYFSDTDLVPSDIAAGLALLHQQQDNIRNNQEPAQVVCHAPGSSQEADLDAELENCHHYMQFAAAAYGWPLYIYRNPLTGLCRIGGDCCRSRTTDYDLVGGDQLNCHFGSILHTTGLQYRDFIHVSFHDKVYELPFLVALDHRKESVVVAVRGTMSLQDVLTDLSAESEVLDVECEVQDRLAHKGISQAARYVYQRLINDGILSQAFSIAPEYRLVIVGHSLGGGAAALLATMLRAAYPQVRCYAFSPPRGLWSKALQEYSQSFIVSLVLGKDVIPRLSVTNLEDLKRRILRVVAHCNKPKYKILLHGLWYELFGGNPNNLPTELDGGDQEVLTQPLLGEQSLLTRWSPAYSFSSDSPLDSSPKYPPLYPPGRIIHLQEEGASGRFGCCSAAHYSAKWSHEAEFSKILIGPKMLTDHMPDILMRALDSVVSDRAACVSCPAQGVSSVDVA
# Cardiac RTF inh = cardiac RTF calcium desensitization; P19429+P45379; AID 493244; IANBD-labeled cardiac RTF, Ca2+ fluorescence; 0.12% of 340,000 active; inhibition, % at 7.15 µM;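 active = inhibition above the mean inhibition of all tested compounds plus 3 SD, cut at about 17% in these data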;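 also: assay run at fixed EC70 calcium of 1.6 mM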
# NSD2 inh = inhibitors of human histone methyltransferase NSD2. O96028. NSD2 peptide methylation, AlphaScreen, 120 min. inhibition, % at 12.5 µM. 0.54% of 310,000 active. AID 743445; in the data active = inhibition above about 50%
# SR-BI DiI-HDL act = SR-BI HDL lipid transfer activation; CHO ldlA[mSR-BI] cells, DiI-HDL uptake fluorescence, 3 h; 100 = double the neutral-control signal; activation, % at 12.5 µM; 0.096% of 320,000 active;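 active = mean replicate activation of at least 60% and every replicate at or above 60%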;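 also: 0% = median plate neutral-control signal and 100% = twice that signal; values of inactives mirror those of a sister screen read the other way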
#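 Material: SR-BI-overexpressing, LDLR-lacking CHO cells | Dosing: Single compound concentration, delivered by pin transfer | Probe or stimulus: Labelled HDL, 10 µg/mL | Signal: Bottom-read cell fluorescence after medium removal, ex 550/em 595 nm | Schedule: 3 h, 37 °C | Evaluation: HDL uptake via cellular fluorescence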
# Arrestin-AP2 inh = blocks beta-arrestin peptide binding to AP2 adaptin. FITC-arrestin peptide / GST-AP2 beads, flow cytometry; AP2 beta2 appendage carries R879A mutation. inhibition, % at 10 µM. 0.31% of 340,000 active;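 active = inhibition above a set limit, near 3 SD of compounds lacking own fluorescence, cut at about 54% in these data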;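 also: plate controls were DMSO wells for no effect and 5 µM unlabelled arrestin peptide for full effect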
#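 System: GST-tagged AP2 beta2-adaptin appendage (R879A) on 4 µm glutathione beads / Reagent: FITC-arrestin peptide, 50 nM / Detection: HyperCyt-sampled flow cytometry, FL1 channel, ex 488/em 535 nm / Timing: 12 min plus 1 h, RT / Buffer or medium: PBS plus Tween 20 (0.05%) and BSA (0.1%)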
# SR-BI DiI inh = blocks mouse SR-BI lipid uptake from DiI-HDL. Q61009. ldlA[mSR-BI] CHO cells, DiI-HDL uptake fluorescence, 3 h. inhibition, % at 12.5 µM. 0.96% of 320,000 active. AID 488896;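 active = mean replicate inhibition of at least 70% and a set share of replicates each scoring 70 or more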;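 also: 0% = median of neutral control wells and 100% = median of positive control wells; values of inactives mirror those of a sister screen read the other way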
# PKA-R2B act = activates the human PKA-R2B holoenzyme complex; P22694+P31323; PKA-R2B holoenzyme dissociation, Cy5-IP20 fluorescence polarization; R2B truncated from residue 108, S112A mutant; 0% DMSO only, 100% 113 µM cGMP; activation, % at 11.4 µM; 0.079% of 340,000 active; AID 504700;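 active = activation above a cutoff set at the mean over all compounds plus 3 SD, cut at about 18% in these data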;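 also: higher means more holoenzyme dissociation and a rise in polarization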
# Target sequence (P31323 whole entry, looked up, other chains not shown, the tested form may be a part): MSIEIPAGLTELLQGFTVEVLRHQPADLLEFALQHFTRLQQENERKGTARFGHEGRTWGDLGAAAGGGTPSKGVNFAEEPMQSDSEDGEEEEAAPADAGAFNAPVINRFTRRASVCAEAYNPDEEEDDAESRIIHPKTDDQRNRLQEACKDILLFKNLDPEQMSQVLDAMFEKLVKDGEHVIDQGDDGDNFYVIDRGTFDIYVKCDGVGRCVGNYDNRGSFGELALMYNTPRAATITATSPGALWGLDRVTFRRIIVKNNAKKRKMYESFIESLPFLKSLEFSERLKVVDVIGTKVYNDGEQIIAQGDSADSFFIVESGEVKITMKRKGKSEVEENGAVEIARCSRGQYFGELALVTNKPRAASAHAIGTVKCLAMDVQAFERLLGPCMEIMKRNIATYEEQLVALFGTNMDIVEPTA
# LANA DNA inh = inhibitors of KSHV LANA C-terminal domain DNA binding; MBP-C-LANA/FAM-LBS DNA binding, fluorescence polarization; inhibition, % at 9 µM; 0.078% of 340,000 active;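 active = highest replicate inhibition at or above 60% at 9 µM, even if other replicates fall short; inactive = all replicates below 60% inhibition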;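 also: 0% = neutral control wells and 100% = 4 µM acridine orange control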
# * marks the source's active call; other numbers are inactive results; x = not tested or not shown.
# Preview:
SMILES,PvdQ acylase,Keap1 Nrf2 FP,DAGLB inh,Cardiac RTF inh,NSD2 inh,SR-BI DiI-HDL act,Arrestin-AP2 inh,SR-BI DiI inh,PKA-R2B act,LANA DNA inh
O=C(NNC(=O)c1ccc(SCC2CCCO2)c([N+](=O)[O-])c1)c1ccc(Cl)c([N+](=O)[O-])c1 (configuration not stated),-20,-2,-2,-11,2,-1,4,1,-3,-2.1
Cc1cc(C(F)(F)F)nc(SCC(=O)Nc2cc(C)on2)n1,-5,1,-1,-3,27,0,-3,0,-5,2.0

# Main list (from the top)
SMILES,PvdQ acylase,Keap1 Nrf2 FP,DAGLB inh,Cardiac RTF inh,NSD2 inh,SR-BI DiI-HDL act,Arrestin-AP2 inh,SR-BI DiI inh,PKA-R2B act,LANA DNA inh
O=C(NNC(=O)c1ccc(SCC2CCCO2)c([N+](=O)[O-])c1)c1ccc(Cl)c([N+](=O)[O-])c1 (configuration not stated),-20,-2,-2,-11,2,-1,4,1,-3,-2.1
Cc1cc(C(F)(F)F)nc(SCC(=O)Nc2cc(C)on2)n1,-5,1,-1,-3,27,0,-3,0,-5,2.0
CC(=O)NC(Cc1ccc(F)cc1)C(=O)NC1CCN(C(=O)NCc2ccccc2)CC1 (configuration not stated),-17,-1,-2,-16,19,-6,-14,6,-6,0.6
O=C(NCCc1ccccc1)c1cccc2c1C(=O)N(C1CCCCC1)C2,-5,4,-3,-1,26,2,-9,-2,-15,-0.3
CSCCC(NC(=O)C1CCC(C)CC1)C(=O)OCC(=O)c1ccc(Cl)cc1 (configuration not stated),10,-5,-1,-2,4,12,106*,-12,-5,0.6
COc1cc(OC)cc(C(=O)NC(C(=O)NNC(=O)CN(C)S(=O)(=O)c2ccc(C)cc2)C(C)C)c1 (configuration not stated),-2,3,6,-14,-1,-5,-7,5,-16,2.8
CCOC(=O)C1CCN(Cc2nc3ccc([N+](=O)[O-])cc3c(=O)n2-c2ccc(OC)cc2OC)CC1,-9,-5,-1,-5,-7,x,2,x,-1,-0.7
CCOP(=O)(c1ccccc1)c1nc(-c2ccccc2Cl)oc1N1CCCCC1 (configuration not stated),-7,1,-3,-1,1,-19,15,19,-17,1.7
CC(C(=O)OCC(=O)Nc1cccc(S(=O)(=O)N(C)C)c1)N1C(=O)c2ccccc2C1=O (configuration not stated),-15,-4,1,-3,x,x,10,x,0,0.8
CC1CCC(NC(=O)c2ccc3nc[nH]c3c2)CC1 (configuration not stated),6,-4,-1,16,16,x,10,x,-12,1.2
CC(C)n1c(/C=C/c2ccccc2)nc2ccccc21,-10,2,-1,-12,-2,-8,2,8,-1,0.9
O=Cc1cccn1-c1sc2c(c1C(=O)O)CCCC2,-1,5,-3,6,0,35,41,-35,1,3.5
COc1ccc(C(=O)Oc2ccc(/C=N/NC(=O)Cc3ccc([N+](=O)[O-])cc3)cc2)cc1,5,2,-1,1,1,-6,4,6,-12,0.0
Cn1c(SCC(=O)Nc2ccc(Br)cc2F)nnc1-c1ccco1,-4,-7,-1,-2,5,-6,1,6,-7,-2.0
O=c1[nH]c(=O)c2nnc(N/N=C/c3ccccc3F)nc2[nH]1,6,5,-1,2,0,22,-10,-22,-4,0.2
O=C(C1COc2ccccc2O1)N1CCc2ccccc21 (configuration not stated),-5,4,-8,-3,2,-3,-4,3,-7,1.1
CCNS(=O)(=O)c1cc(OC)ccc1OC,-14,-4,0,0,-2,2,-5,-2,3,2.3
CCN(c1ccccc1)S(=O)(=O)c1ccc(N2CCN(c3ccccc3O)CC2)nc1,-5,2,-1,6,5,-2,0,2,-6,-0.5
Cc1cc(NCCN2CCOCC2)n2nc(C)c(-c3ccccc3)c2n1,-9,-4,4,-1,0,17,-5,-17,-11,3.9
COc1ccc(C(=O)Nc2cccc3nc(C)ccc23)cc1OC,5,-3,-2,-2,2,-19,-1,19,-5,0.5
COc1cc(NC(=O)CSc2nnc3c(C)cc4c(C)ccc(C)c4n23)c(C(=O)O)cc1OC,-2,1,0,-8,-1,7,3,-7,8,2.0
Cc1onc(-c2ccccc2)c1C(=O)OCC(=O)NCc1ccc(F)cc1,-11,-4,-2,3,-2,-6,-3,6,4,0.0
O=C(CN1CCN(CC(=O)Nc2cccc(F)c2)CC1)Nc1ccc(-c2ccccc2)cc1,-11,0,1,-5,3,20,-8,-20,0,-1.4
S=C(NCCN1CCCCC1)Nc1ccc(Br)cc1,-12,-2,1,0,-5,-6,-6,6,-6,0.5
CN(CC(=O)Nc1ccc(Cl)c(C(F)(F)F)c1)C(=O)CCCNC(=O)c1ccc(Cl)cc1,5,1,-2,3,4,-20,5,20,-9,-1.6
Nc1ccc2oc(-c3ccccn3)nc2c1,3,-1,2,-9,1,-4,9,4,-7,3.7
Cc1cccc(OCC(=O)N/N=C/c2cc([N+](=O)[O-])ccc2N2CCOCC2)c1,-4,2,0,-6,10,-65,-5,65,-6,-0.6
CC(NCC1COc2ccccc2O1)C(=O)NCc1ccccc1 (configuration not stated),-22,-8,24,-16,15,-12,0,12,0,-0.5
Cc1c(Nc2nc(-c3ccc(Cl)cc3)cs2)c(=O)n(-c2ccccc2)n1C,-7,-2,-1,1,3,-21,-1,21,10,-1.2
COCCNC(=O)/C(C#N)=C/c1ccc(N2CCOCC2)o1,4,-132,-2,-54,2,11,5,-11,4,-38
O=c1[nH]c2ccccc2n1CCCN1CCCCC1,-2,-3,0,-21,-3,15,17,-15,0,0.0
Cc1ccc(-c2nnc(Oc3cccc(C)c3)c3ccccc23)cc1,-3,-5,-1,-7,-1,-38,1,38,4,-0.9
CCN1C(=O)c2cccc3c(NC(=O)c4ccc(S(=O)(=O)N5CCOCC5)cc4)ccc1c23,-10,-4,2,-5,x,-5,-8,5,-3,2.8
Cc1c(C(=O)Nc2ccc(Oc3ccccc3)cc2)sc2nc3n(c(=O)c12)CCC3,-23,-5,2,1,0,-2,2,2,1,-0.4
CC(=O)N1CCN(S(=O)(=O)c2cccc(C(=O)OCc3cccc(F)c3)c2)CC1,-3,-1,1,5,-2,1,2,-1,8,-1.4
COCCn1c(SCC(=O)N2CCCCC2)nc2c([nH]c3ccccc32)c1=O,-14,-6,0,-10,-1,13,-1,-13,-1,-1.0
COc1ccc(C(C(=O)NCC2CCCO2)N(C(=O)CNC(=O)c2cccs2)c2ccc(C)cc2)cc1OC (configuration not stated),-12,-2,0,-16,1,36,-9,-36,-1,0.7
COc1cc(CNc2ccc(N3CCCC3)cc2)ccc1OCc1ccccc1F,-14,1,8,-9,x,-11,20,11,-39,0.3
COc1ccc(CCn2c(NN)nc3c2c(=O)[nH]c(=O)n3C)cc1,-13,-5,4,2,6,-11,0,11,-3,-1.5
Cc1ccc(S(=O)(=O)NCC(=O)OCC(=O)Nc2cccc(S(=O)(=O)NC3=NCCCCC3)c2)cc1,-14,-5,-2,-8,x,2,4,-2,-1,-1.0
CCN(CC)CCn1c(=N)n(CCO)c2ccccc21,-14,-3,0,-3,3,1,-4,-1,9,0.9
COc1ccc(-n2c(SCC(=O)c3ccc[nH]3)nnc2-c2ccccc2)cc1,3,1,1,-2,0,-5,1,5,-11,-2.4
CCCn1c(=N)n(CC(=O)OCC)c2ccccc21,-8,-4,-1,-13,-2,5,2,-5,5,-2.8
NS(=O)(=O)c1ccc(NCc2ccccc2OCc2ccccc2F)cc1,-15,-2,-2,0,-2,-32,5,32,0,-0.3
Cn1c(-c2ccc3c(c2)OCO3)cnc1NCc1ccccc1,-8,0,1,-3,6,1,5,-1,3,-2.1
CCCCN=C1NN=C(c2cccc([N+](=O)[O-])c2)CS1,-11,-6,-1,1,4,-16,-5,16,6,0.6
CC(=O)n1cc(-c2ccncc2)c2ccccc21,-12,-2,-3,0,x,-8,-5,8,0,-1.0
COc1ccccc1C(=O)OCC(=O)NCCNC(=O)COC(=O)c1ccccc1OC,-6,-4,-1,-3,-1,5,-12,-5,0,1.2
CCN(CC(=O)NCc1ccc(Cl)cc1)C(=O)CSc1ccc(F)cc1,-14,-5,0,-16,-3,-3,-18,3,2,-0.1
COc1cc(NC(=O)Cc2ccccc2)c(C(=O)O)cc1OC,-14,-3,-3,-11,-3,5,6,-5,1,1.3
COC(=O)CCN(C(=O)c1ccc(N2CCCC2)c([N+](=O)[O-])c1)c1ccccn1,6,1,4,7,10,-26,44,26,-5,1.1
Cc1csc2c(N3CCN(C(=O)Nc4ccc(Cl)c(Cl)c4)CC3)ncnc12,-8,2,-1,-7,1,6,-2,-6,4,1.0
CCNc1nc(NCC)nc(-n2nc(C)cc2C)n1,-8,-4,0,1,-1,6,-5,-6,3,-0.8
COCc1ccc([C@@H]2C[C@H]3CN(Cc4cccc(Cl)c4)C(=O)[C@]34CCCN24)o1,-17,-1,0,-3,2,x,-5,x,-5,0.5
Cc1ccccc1C(=O)NCCCNC(=O)c1ccco1,-12,-2,1,-13,7,10,-4,-10,3,-0.1
COc1cc2c(O)cc(C(=O)O)c(-c3cc(OC)c(OC)c(OC)c3)c2cc1OC,-25,-6,0,-11,1,10,0,-10,2,1.3
CCCCN(CC)CCNC(=O)c1cc2cc3ccc(Cl)cc3nc2o1,10,-2,1,-5,3,-20,25,20,-7,0.8
CC(NC(=O)CSc1nc2ccccc2c(=O)[nH]1)c1ccccc1 (configuration not stated),-4,0,4,4,-5,1,0,-1,-12,0.0
c1ccc([C@H]2CN3CCSC3=N2)cc1,-6,-2,3,7,x,11,22,-11,-1,-5.2
CC1=C(C(=O)OCc2ccccc2)C(c2ccc3ccccc3c2)NC(=O)N1CCCC(=O)O (configuration not stated),-24,-4,3,-8,x,9,4,-9,-4,0.2
# (continued)
SMILES,PvdQ acylase,Keap1 Nrf2 FP,DAGLB inh,Cardiac RTF inh,NSD2 inh,SR-BI DiI-HDL act,Arrestin-AP2 inh,SR-BI DiI inh,PKA-R2B act,LANA DNA inh
O=C(N/N=C\c1cccnc1)c1ccc(Br)s1,-3,-2,1,-3,1,-18,-4,18,-2,0.3
CC(=O)c1c(N2CCOCC2)nc(=S)n(-c2ccccc2)c1C,8,-16,0,15,5,26,-12,-26,-4,-0.1
CCCCN(C(=O)CSc1nnc2ccccn12)c1c(N)n(Cc2ccccc2)c(=O)[nH]c1=O,-20,-4,1,0,-1,9,-12,-9,-7,-1.0
CCC(C)(C)NC(=O)CN(C(=O)C(=O)Nc1ccc2c(c1)OCCO2)N1CCOCC1,-10,4,0,-5,-3,7,1,-7,-4,-1.5
COc1cc(Cl)ccc1OCc1cc(C(=O)NCc2cc(C(C)C)no2)no1,-1,-4,-4,6,-2,-28,1,28,-11,-0.5
O=C(Nc1sc2c(c1C(=O)NCc1ccco1)CCCC2)c1ccc2c(c1)OCO2,3,0,-3,-7,-1,-82,15,82*,-1,-5.1

# Not a hit list; 2.1% or so of the library scored in one or more.
